Compound activity from PubChem.
NPSR antagonist – blocks cAMP signaling of the human neuropeptide S receptor | Q6W5P4 | CHO-NPSR cells, cAMP TR-FRET, antagonist mode | 220,000 compounds, 1% hits | Potency, µM (doses to about 38.3 µM), for inactives: top-dose activity change, negative = inhibition, most hits filed as inhibitors; note: potency is the fitted concentration of half-maximal effect; % is set by controls: 0 for no effect and ±100 for the full control effect; nearly all actives have a fitted effect of over 50% in size; many of its hits are not listed in these tables
Target sequence (Q6W5P4 whole entry, looked up): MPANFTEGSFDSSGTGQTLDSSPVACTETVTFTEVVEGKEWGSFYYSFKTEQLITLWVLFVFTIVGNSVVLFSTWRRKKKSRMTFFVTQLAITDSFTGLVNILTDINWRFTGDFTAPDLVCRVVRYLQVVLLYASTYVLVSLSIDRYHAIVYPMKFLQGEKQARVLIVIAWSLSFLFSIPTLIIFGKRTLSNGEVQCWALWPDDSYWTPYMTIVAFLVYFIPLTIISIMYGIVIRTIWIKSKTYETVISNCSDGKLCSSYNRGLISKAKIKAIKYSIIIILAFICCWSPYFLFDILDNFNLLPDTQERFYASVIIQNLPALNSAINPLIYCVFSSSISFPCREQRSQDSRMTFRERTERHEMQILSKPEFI
CBFb-RUNX1 inh – blocks binding between human CBF-beta and RUNX1; Q01196+Q13951; AlphaScreen CBFb-His/RUNX1-biotin binding, biochemical; Potency, µM (doses to about 59.8 µM), inactives show at the highest dose activity, negative = inhibition, most hits filed as inhibitors; 230,000 tested, under 10 active; note: % of control where 0% means no effect
Target sequence (Q01196 whole entry, looked up): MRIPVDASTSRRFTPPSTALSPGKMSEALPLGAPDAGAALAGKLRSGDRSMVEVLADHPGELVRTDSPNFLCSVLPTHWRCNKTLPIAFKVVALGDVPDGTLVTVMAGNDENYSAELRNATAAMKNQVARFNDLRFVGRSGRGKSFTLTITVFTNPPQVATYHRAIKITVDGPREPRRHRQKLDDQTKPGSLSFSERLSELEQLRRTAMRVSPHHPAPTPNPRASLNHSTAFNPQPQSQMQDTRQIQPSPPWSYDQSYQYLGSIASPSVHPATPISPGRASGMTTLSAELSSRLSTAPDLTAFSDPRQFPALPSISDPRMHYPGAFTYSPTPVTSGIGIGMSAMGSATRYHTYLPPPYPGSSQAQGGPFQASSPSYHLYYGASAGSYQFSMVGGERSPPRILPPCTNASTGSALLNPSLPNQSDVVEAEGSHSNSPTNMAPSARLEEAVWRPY
Target sequence (Q13951 whole entry, looked up): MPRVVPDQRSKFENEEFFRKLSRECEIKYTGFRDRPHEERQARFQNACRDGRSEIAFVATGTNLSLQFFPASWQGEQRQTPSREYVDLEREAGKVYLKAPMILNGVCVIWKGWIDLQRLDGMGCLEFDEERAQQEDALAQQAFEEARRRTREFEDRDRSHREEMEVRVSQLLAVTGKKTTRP
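Room-temperature protein-protein interaction test with 30 nM each of His-tagged CBF-beta and biotinylated RUNX1, 15 min with compound, then 90 min with nickel plus streptavidin beads. Signal read in AlphaScreen mode.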
Luc counter – blocks Kinase-Glo luciferase, a counter-screen artifact; Q27757; Kinase-Glo luciferase, ATP luminescence, 8 min; Potency, µM (highest dose often 38.3 µM), inactives show at the top dose activity change, negative = inhibition, hits mostly inhibitors; 200,000 compounds, 0.28% hits; AID 1379; note: potency is the fitted concentration of half-maximal effect; % is set by controls: 0 for no effect and ±100 for the full control effect; nearly all actives have a fitted effect of over 60% in size
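Compound is pinned into ATP-containing buffer (10 uM ATP, imidazole pH 7.2, 7 mM MgCl2). Kinase-Glo luciferase reagent is then added. Light output is recorded following an 8-min room-temperature incubation.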
Epigenetic reg – regulators of epigenetic silencing causing reporter derepression in mouse cells | 280,000 compounds, 0.2% hits | Potency, µM (top dose mostly 53.9 µM), inactives show at the highest dose GFP activation, actives largely listed as activators | murine LDR cells, GFP reporter derepression, 30 h; note: potency is the fitted concentration of half-maximal effect; % of control where 0% means no effect; nearly all actives have a fitted effect of over 60% in size
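GFP-positive cell count by laser-scanning cytometry (objects 20–120 um) after 30 h, 37 C compound exposure of murine LDR cells; reporter is CMV-GFP integrated at a silenced locus, inducible by HDAC or DNMT inhibitors.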
Lamin A splicing – changes lamin A minigene splicing in HeLa cells. 200,000 compounds, 0.01% hits. Potency, µM (doses to about 46.1 µM), inactives show at the top dose ratio change, negative = inhibition, actives largely listed as inhibitors. HeLa LMNA splicing GFP/RFP minigene ratio, 48 h; active = well fitted inhibition curve with a large enough effect in the signal ratio, with a control signal flat, not every such curve was filed as active; inconclusive = small, poorly fitted or top-dose-only effect, or effect the other way, or a change in a side signal; the % refers to the signal ratio; note: potency is the fitted concentration of half-maximal effect; % is set by controls: 0 for no effect and ±100 for the full control effect
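Read-out is the ratio of GFP to DsRed2 object intensity, acquired by 488 nm laser-scanning cytometry on HeLa lamin A-EGFP minigene reporter cells. Compound incubation 48 hrs at 37 °C in Opti-MEM with 2% FBS; DMSO 0.5% final.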
HTT aggregate – mutant huntingtin aggregation inhibition; PC12 HttQ103-GFP aggregates, Acumen cytometry, 40 h; Potency, µM (doses to about 46.1 µM), for the others: at the highest dose activity change, negative = inhibition, most hits filed as inhibitors; 220,000 compounds, 1.1% hits; AID 1688; note: potency is the fitted concentration of half-maximal effect; % is set by controls: 0 for no effect and ±100 for the full control effect; nearly all actives have a fitted effect of over 60% in size
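Huntingtin Q103 exon 1–GFP aggregates in induced PC12 cells (100 nM tebufenozide) were quantified by cytometry from lysates, with compounds dosed in titration.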
IMPase Li cell – cell-permeable IMPase inhibitors with lithium potentiation | AID 1457 | Potency, µM (highest dose often 59.4 µM), inactives show at the top dose activity, negative = IMPase inhibition, hits mostly inhibitors | 210,000 compounds, 0.35% hits | CHO-M1 cells, IP1 TR-FRET (IP-One), carbachol + lithium;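 note: IP1 builds up when IMPase is blocked and the TR-FRET signal falls; potency is the fitted concentration of half-maximal effect; plate controls were basal vehicle for no effect and high inhibitor control for full effect; nearly all actives have a fitted effect of over 50% in size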
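Lithium-sensitised IP1 accumulation assay; M1-expressing CHO cells treated 30 min at 37C with compound. Competitive antibody detection by time-resolved FRET followed a 10 min room-temperature lysis step.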
Numbers without * were called inactive; ? = inconclusive; . = no result given; [ ] = dose if it differs, or a comment. Unless noted, calls come from the whole dose curve; as a rule, active = well fitted curve in the direction sought with a large enough effect; inconclusive = small, poorly fitted or top-dose-only effect, or another doubt; inactive = no such curve, though single readings can be large; an effect the other way counts as inactive or inconclusive. The list is partial; the hit share may differ from the screen's.

Fields – NPSR antagonist	CBFb-RUNX1 inh	Luc counter	Epigenetic reg	Lamin A splicing	HTT aggregate	IMPase Li cell
CCCCCC(=O)NNC(=O)Cc1ccc([N+](=O)[O-])cc1
 : 11%	-6%	.	0.0%	.	27%	6%
CCOC(=O)/C(C#N)=C\c1c(OCC)n(CC)c2ccccc12
 : ?	1%	4%	0.0%	?	-16%	8%
Cc1cc(/C=C2/NC(=O)N(c3ccccc3)C2=O)c(C)n1-c1cccnc1
 : -13%	?	-4%	-1.0%	-7%	1%	8%
COc1ccccc1NC(=O)Nc1ccc2c(c1)nnn2C
 : -12%[46.1 µM]	-5%	-7%	5.0%	-1%	-12%	13%[38.3 µM]
Cc1cccc(NC(=O)CC2SC(=O)N(c3ccccc3)C2=O)c1 (configuration not stated)
 : 0%[46.1 µM]	-11%	-1%	-0.2%	2%	17%	31%[38.3 µM]
O=C(N/N=C/c1cc([N+](=O)[O-])ccc1Cl)c1ccc2nc[nH]c2c1
 : -7%[46.1 µM]	2%	4%	1.1%	7%	-5%	5%[38.3 µM]
COc1ccc(C(=O)COC(=O)CNC(=O)c2cccc(OC(F)F)c2)cc1
 : 5%	12%	0%	-1.4%	-5%[46 µM]	-5%	-5%
Cc1nc(NC(=O)/C=C/c2ccccc2)sc1C(=O)Nc1ccccc1
 : ?	8%	-3%	1.7%	5%[0.0737 µM]	13%	-18%[38.3 µM]
COc1ccc(Cn2c(-c3ccc(OC)cc3)nc3c(c(=O)c4ccccc4n3C)c2=O)cc1
 : -16%	-1%	0%	0.0%	-11%	17%	12%
CCOC(=O)CC(C)(C)/C(C)=N/Nc1ccc([N+](=O)[O-])cc1[N+](=O)[O-]
 : -35%	-23%	-2%	-1.6%	?	9%	15%
Cc1ccc(C2CCN(C(=S)NC3CCCCC3)C2)cc1 (configuration not stated)
 : -14%	1%	.	0.0%	.	-31%	7%
O=C(NCc1ccccc1)NCC12CC3CC(CC(C3)C1)C2
 : -18%	8%	-3%	-1.2%	.	1%	2%
O=C(CN1C(=O)NC(Cc2c[nH]c3ccccc23)C1=O)Nc1cccc(S(=O)(=O)N2CCCC2)c1 (configuration not stated)
 : -5%	2%	6%	0.0%	.	10%	-1%
O=C(O)c1ccc(Sc2nnc3ccccn23)c([N+](=O)[O-])c1
 : -14%	7%	.	3.1%	.	2%[9.22 µM]	.
CCCC(c1nnnn1C(C)(C)C)N1CCN(C(=O)c2ccco2)CC1 (configuration not stated)
 : -2%	6%	0%	2.2%	.	.	7%
O=C(Oc1cccc([N+](=O)[O-])c1)c1cc(-c2ccccc2)nc2ccccc12
 : -5%[46.1 µM]	-3%	0%	-0.9%	15%	-14%	-1%[38.3 µM]
CC(=O)c1c(C(C)=O)c(C)n(-c2nc(-c3ccc(Br)cc3)c(C)s2)c1C
 : ?	-16%	-2%	0.0%	?	?	37%[activator][38.3 µM]
O=C(Nc1cccc2ccccc12)N1CCN(Cc2ccc3c(c2)OCO3)CC1
 : -20%[46.1 µM]	-1%	-2%	0.0%	1%	6%	-2%[38.3 µM]
COc1ccc(NC(=O)c2c(C)nn(Cc3ccccc3)c2Cl)cc1S(=O)(=O)N1CCOCC1
 : -9%	3%	-3%	-2.6%	-1%[46 µM]	-13%	24%
CC(=O)Nc1ccc(S(=O)(=O)Nc2nnc(C(C)C)s2)cc1
 : -9%[46.1 µM]	6%	-1%	1.0%	-3%	21%	9%[38.3 µM]
CCCSc1nc2c(c(=O)[nH]c(=O)n2C)n1CCc1ccccc1
 : -19%[46.1 µM]	8%	-1%	0.0%	9%	8%	-2%[38.3 µM]
Cc1cccc(OCC(=O)Nc2cccc(-c3nnc(-c4ccccc4)o3)c2)c1C
 : -9%[46.1 µM]	20%	-3%	-6.3%	-17%	-5%	23%[38.3 µM]
C(=N\Nc1ccccn1)/c1c[nH]c2ccccc12
 : -7%	-29%	.	5.2%	.	14%[9.22 µM]	.
CSc1nnc(CNC(=O)c2ccccc2)n1-c1cccc(C)c1
 : 7%[46.1 µM]	-2%	2%	2.0%	-10%	3%	3%
c1ccc(-n2nnnc2Oc2ccc(-n3ccnc3)cc2)cc1
 : -8%[46.1 µM]	0%	1%	0.0%	7%	-5%	4%[38.3 µM]
Cn1c(SCC(=O)O)nnc1-c1ccc2ncccc2c1
 : 8%	-4%	.	0.1%	.	-19%[9.22 µM]	.
O=C1c2ccccc2-c2cccc(C(=O)N3CCCCCC3)c21
 : -1%	-3%	0%	-0.1%	-2%	-9%	3%
O=C(O)Cc1nc(-c2cccnc2)sc1-c1ccc(Br)cc1
 : 23%[7.67 µM]	0%	.	1.1%	.	-1%[9.22 µM]	.
COC(=O)NCc1ccc(CNC(=O)OC)cc1
 : -4%[46.1 µM]	1%	?	-2.5%	5%	6%	-12%[38.3 µM]
O=C(O)CCCC(=O)Nc1ccc(OCc2nc3ccccc3s2)cc1
 : 1%	-14%	1%	-1.9%	.	-13%[9.22 µM]	-2%
COc1ccc2c(c1)C(c1ccccc1OC)CC(=O)O2 (configuration not stated)
 : .	-4%[89.1 µM]	0%[39.9 µM]	-2.1%	.	.	1%
CCOC(=O)C(=O)c1csc(NC(=O)COc2ccc(N(C)S(=O)(=O)c3ccc(F)cc3)cc2)n1
 : -3%[46.1 µM]	2%	4%	0.1%	9%	-1%[9.22 µM]	-2%[38.3 µM]
O=C(O)c1cc(Br)ccc1NN=C1CCCCC1
 : 3%	-7%	1%	-3.2%	?	-18%	-3%
Cc1ccc(S(=O)(=O)N2CCN(S(=O)(=O)N3CCOCC3)CC2)cc1
 : -1%[46.1 µM]	2%	-1%	-1.5%	1%	16%	3%[38.3 µM]
Cc1cc(C)cc(OCC(=O)N2CCCCCC2)c1
 : -1%[46.1 µM]	6%	0%	0.0%	2%	4%	29%[38.3 µM]
CCOC(=O)C(CCCCC(NC(C)=O)(C(=O)OCC)C(=O)OCC)(NC(C)=O)C(=O)OCC
 : 5%	6%	.	-1.0%	.	6%[9.22 µM]	.
Cc1ccc(OCc2nnc(NC(=O)Cc3cccs3)s2)cc1
 : -8%[46.1 µM]	7%	1%	-11%	-8%	11%	-2%[38.3 µM]
Cc1nc2ccccc2n1CSc1ccccc1
 : 7%	-2%	0%	1.3%	?	7%	14%
Cc1cc(C)n(-c2nc(SCC(=O)O)c3c4c(sc3n2)CCCC4)n1
 : 51%	4%	.	0.5%	.	-16%[9.22 µM]	.
COc1ccc(NC(=O)N(Cc2cc3cc(C)ccc3[nH]c2=O)CC2CCCO2)cc1 (configuration not stated)
 : -13%	3%	.	1.0%	.	5%[9.22 µM]	.
Cc1nc(SCC(=O)NC(=O)NCc2ccccc2)nc(C)c1C
 : 1%[46.1 µM]	-1%	-2%	-5.3%	1%	-11%	-4%[38.3 µM]
CNC(=O)Nc1cc(C)nn1C
 : 14%	13%	-2%	0.0%	.	8%	-2%
Cc1ccc(C#CC[N+]2(CC#Cc3ccc(C)cc3)CCCCC2)cc1
 : 10%	0%	2%	0.0%	?	11µM*	26%
O=C1CCC/C1=C\Nc1ccc(Cl)c([N+](=O)[O-])c1
 : -9%	1%	.	0.1%	.	18%[9.22 µM]	.
COC(=O)[C@H](C)NC(=O)Nc1ccc(C)c(C)c1
 : -6%[46.1 µM]	4%	-2%	0.0%	0%	-13%	31%[38.3 µM]
O=C(OC1CCOC1=O)c1cc(-c2ccccc2)nc2ccccc12 (configuration not stated)
 : -7%[46.1 µM]	1%	17%	0.1%	-3%	-13%	3%[38.3 µM]
CCOC(=O)Cn1c2ccc(F)cc2c2nc(C)sc21
 : -14%	5%	1%	-1.3%	10%[46 µM]	-10%	9%
CC1(C)O[C@@H]2C[C@H]3[C@@H]4C[C@H](F)C5=CC(=O)CC[C@]5(C)[C@H]4[C@@H](O)C[C@]3(C)[C@]2(C(=O)CO)O1
 : ?	13%	3%	-0.1%	-7%	6%	3%
CC1(C)C2(C#N)C(N)=NC3(OCCO3)C12C#N (configuration not stated)
 : -2%[46.1 µM]	6%	0%	0.0%	?	15%	-4%[38.3 µM]
COc1cccc(NCc2cc(=O)oc3cc(-c4ccccc4)c(O)cc23)c1
 : 1%	-1%	-3%	-1.0%	-4%	17%	8%
CCOC(=O)CSc1ccc(S(=O)(=O)N(CC)CC)cc1[N+](=O)[O-]
 : -16%	-14%	.	-0.2%	.	4%	1%
COc1cc(/C=N/Nc2nc3ccccc3s2)ccc1OC(=O)c1ccccc1F
 : -16%	5%	7%	2.1%	-10%	-14%	-7%
O=C(c1ccccc1Cl)N(C(=O)c1ccccc1Cl)c1nccc(-c2cccs2)n1
 : -22%[46.1 µM]	?	-2%	1.2%	?	-18%	?
CCOC(=O)C1C(C(=O)OC)=C(c2ccc(OC)cc2)c2ccc(OC)cc2N1S(=O)(=O)C(F)(F)F (configuration not stated)
 : .	7%	6%[39.9 µM]	0.2%[40.7 µM]	.	.	9%
O=C(NCc1ccccn1)c1cccc(NS(=O)(=O)c2cccc(F)c2)c1
 : 2%	-3%	4%	-1.8%	2%	0%	0%
O=C(COC(=O)/C=C/c1ccc2c(c1)OCO2)NC1CCS(=O)(=O)C1 (configuration not stated)
 : 0%	5%	.	-1.1%	.	18%[9.22 µM]	.
COc1ccc2c(=O)c(C(=O)NCCc3ccc(OC)c(OC)c3)c[nH]c2c1
 : -23%[46.1 µM]	-2%	15%	-1.2%	?	-7%	3%[38.3 µM]
O=C(c1nsnc1-c1ccccc1O)N1CCCCC1
 : -15%[46.1 µM]	5%	5%	-11%	-2%	-13%	22%[38.3 µM]
COc1ccc(OC)c2c1sc(=NC(=O)CN1C(=O)CCC1=O)n2C
 : 0%[46.1 µM]	2%	2%	-1.0%	4%	4%	-23%[38.3 µM]
COc1ccc(N2C(=O)C(Cl)=C(Nc3ccccc3OC)C2=O)cc1
 : -4%	-22%	3%	-1.0%	?	3%	8%
Cc1cc(-c2nc3c4c5c(sc4[nH]c(=O)n3n2)CCC5)c(C)o1
 : -16%[46.1 µM]	.	2%	-0.9%	-6%	20%	1%
CCOc1ccc(N2CC(C(=O)NCCN3C(=O)S/C(=C\c4ccc(OC)cc4)C3=O)CC2=O)cc1 (configuration not stated)
 : 9%	0%	1%	6.9%	-6%	14%	-5%

A second format for part of the listing above.
structure	NPSR antagonist	CBFb-RUNX1 inh	Luc counter	Epigenetic reg	Lamin A splicing	HTT aggregate	IMPase Li cell
COc1ccc2c(c1)C(c1ccccc1OC)CC(=O)O2 (configuration not stated)	.	-4%[89.1 µM]	0%[39.9 µM]	-2.1%	.	.	1%
CCOC(=O)C(=O)c1csc(NC(=O)COc2ccc(N(C)S(=O)(=O)c3ccc(F)cc3)cc2)n1	-3%[46.1 µM]	2%	4%	0.1%	9%	-1%[9.22 µM]	-2%[38.3 µM]
